ABHD4 inh: inhibitors of mouse ABHD4 | inhibition, % at 8.92 µM | 370,000 tested, 0.54% active | Q8VD66 | purified mABHD4, FP-Rh probe fluorescence polarization;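 active means inhibition exceeding the mean over every tested compound plus 3 SD, cut at about 30% in these data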;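 further: 0% = plate median of compound wells and 100% = S159A mutant with DMSO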
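Material: mouse ABHD4 enzyme, wild type; Benchmarks: S159A mutant high control, sample median low control; Buffer or medium: HEPES pH 7.0, NaCl, Pluronic buffer; Signal: fluorescence polarization; Read-out: percent inhibition of probe binding, normalized to plate controls; Timing: pre-incubation 45 min, probe exposure 60 min, at 25 °C; Dosing: 8.92 µM, single dose.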
SMARCA2 act: activators of SMARCA2 function. MG213 cells, MMTV-luciferase reporter, dexamethasone, overnight. activation, % at 9.1 µM. 370,000 tested, 1% active. AID 652017; in the data active means activation above about 7.8%;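 further: 0% = vehicle wells and 100% = reference activator wells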
GC-A act: GC-A (human) enzyme activation | HEK293 GC-A cells, cGMP TR-FRET, EC30 ANP; 0% at EC30 ANP, 100% saturating ANP | 370,000 tested, 0.14% active | activation, % at 10 µM | P16066; in the data active means activation above about 40%
Rev-erbA mod: Rev-erb alpha (human) modulation; 370,000 tested, 0.79% active; AID 1259318; P20393; activity, % at 10 µM; Rev-erbα–FITC-DNA binding, fluorescence polarization, 90 min;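 active means activity above about 14%, limit read from the data; passing the limit was not always enough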;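 further: 0% = DMSO wells with 35 nM protein and 100% = DMSO wells with 750 nM protein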
PG9 binder: small molecules binding HIV-1 gp120 antibody PG9 | inhibition, % at 6.7 µM | AID 624416 | TR-FRET gp120-PG9 antibody binding | 360,000 tested, 0.43% active; in the data active means inhibition above about 8.5%
rCAG binder: r(CAG) repeat RNA binding; TO-PRO-1 dye displacement fluorescence; inhibition, % at 3 µM; 370,000 tested, 1.3% active;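 active means inhibition above the plate cutoff, the mean of all test compounds on that plate plus 3 SD, cut at about 35% in these data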;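 further: 0% = DMSO alone and 100% = 100 µM mitoxantrone as full dye displacement; higher means more dye released from RNA so lower well fluorescence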
ASAP1 inh: blocks human ASAP1-stimulated Arf1 GTP hydrolysis | 360,000 tested, 0.19% active | Q9ULH1 | inhibition, % at 16.5 µM | AID 624377 | GDP FP detection; in the data active means inhibition above about 25%;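 further: 0% = vehicle with enzyme and substrate and 100% = no enzyme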
Target sequence (Q9ULH1 325-724 limits assumed): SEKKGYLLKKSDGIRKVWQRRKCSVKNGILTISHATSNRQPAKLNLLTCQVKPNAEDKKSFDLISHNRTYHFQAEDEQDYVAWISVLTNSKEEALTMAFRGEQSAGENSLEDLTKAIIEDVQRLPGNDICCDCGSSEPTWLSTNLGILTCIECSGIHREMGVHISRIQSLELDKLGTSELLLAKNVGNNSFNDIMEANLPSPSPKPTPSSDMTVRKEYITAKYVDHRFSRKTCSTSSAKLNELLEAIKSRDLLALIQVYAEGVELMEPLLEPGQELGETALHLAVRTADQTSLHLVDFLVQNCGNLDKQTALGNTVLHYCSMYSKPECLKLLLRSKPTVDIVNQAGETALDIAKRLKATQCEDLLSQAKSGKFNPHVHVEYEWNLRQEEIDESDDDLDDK
ARFGAP1 inh: inhibitors of rat ARFGAP1 | Q62848 | Arfgap1-stimulated ARF1 GTP hydrolysis, GDP FP detection | inhibition, % at 16.5 µM | 360,000 tested, 0.26% active;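 active means inhibition above a per-plate limit, mean inhibition of low control wells plus 3 SD, cut at about 25% in these data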;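 further: 0% = DMSO wells with enzyme and 100% = wells lacking Arfgap1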
Target sequence (Q62848 1-136 limits assumed): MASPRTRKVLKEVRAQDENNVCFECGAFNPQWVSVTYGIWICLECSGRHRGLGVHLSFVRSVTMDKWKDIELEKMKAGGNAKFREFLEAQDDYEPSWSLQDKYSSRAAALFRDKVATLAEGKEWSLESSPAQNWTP
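Material: rat Arfgap1 catalytic domain, aa 1-136; also added: human ARF1(Δ1-17)-GTP substrate; compound dosing: one concentration, 16.5 µM, DMSO 1.26%; incubation: GTP hydrolysis reaction 2 h at 25 °C; measured by: Tracer-displacement fluorescence polarization with EDTA stop, 620/688 nm; evaluation: % inhibition from polarization; repeats: one replicate per compound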
HTRA1 inh: blocks human HTRA1 serine peptidase; Q92743; AID 504803; inhibition, % at 5.96 µM; 340,000 tested, 0.5% active; recombinant HTRA1, FP-rhodamine activity-based probe, fluorescence polarization; in the data active means inhibition above about 36%;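 further: 0% = enzyme with DMSO and 100% = wells lacking enzyme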
Target sequence (Q92743 whole entry, looked up): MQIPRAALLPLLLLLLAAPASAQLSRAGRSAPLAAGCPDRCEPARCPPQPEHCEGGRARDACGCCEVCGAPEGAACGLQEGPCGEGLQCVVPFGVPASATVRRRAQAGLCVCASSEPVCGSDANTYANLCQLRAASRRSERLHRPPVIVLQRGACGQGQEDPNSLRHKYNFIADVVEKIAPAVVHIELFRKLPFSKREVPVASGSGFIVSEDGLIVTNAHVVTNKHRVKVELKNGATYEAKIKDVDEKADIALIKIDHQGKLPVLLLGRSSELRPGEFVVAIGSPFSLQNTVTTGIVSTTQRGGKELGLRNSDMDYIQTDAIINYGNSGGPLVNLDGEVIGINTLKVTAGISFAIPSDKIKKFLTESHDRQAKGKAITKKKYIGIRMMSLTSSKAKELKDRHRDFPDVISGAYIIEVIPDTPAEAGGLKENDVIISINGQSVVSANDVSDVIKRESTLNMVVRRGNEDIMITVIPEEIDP
NPR2 activator: GC-B (human) receptor activation. P20594. activation, % at 10 µM. 370,000 tested, 0.11% active. HEK293-GC-B cells, CNP EC30, cGMP TR-FRET; 0% at EC30 CNP, 100% saturating CNP;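 active means activation at 10 µM reaching about 35% in either raw or pattern-adjusted values, limit read from the data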
An asterisk follows results filed as active; . = no result given.

SMILES	ABHD4 inh	SMARCA2 act	GC-A act	Rev-erbA mod	PG9 binder	rCAG binder	ASAP1 inh	ARFGAP1 inh	HTRA1 inh	NPR2 activator
COc1ccc(NC(=O)c2cccc3c2C(=O)N(C2CCCCC2)C3)cc1	1	-2	3	1	-2.5	3	-7	-7	-2	-6
Cc1cc(C)cc(OCC(=O)N/N=C/c2ccco2)c1	-5	0	1	3	-1.3	-2	-1	-4	-7	-3
CCN(CC(=O)NCCc1ccccc1)S(=O)(=O)c1ccc(C)cc1	3	-1	3	0	-0.9	-1	-7	-6	1	-9
O=C(NCc1ccc2c(c1)OCO2)c1c(Cl)cccc1Cl	-1	-1	4	-1	0.2	-1	3	-7	2	5
c1ccc2c(c1)Cc1ccccc1O2	-2	-1	1	11	-0.8	1	-2	2	5	2
CC(C)(C)OC(=O)NCCc1nnc(SCc2ccccc2Cl)o1	3	-2	-1	1	1.0	-6	-2	1	-5	1
Cc1ccccc1Cn1c(C)c(C(=O)N(C)Cc2ccc(F)cc2)sc1=O	1	-1	-4	0	-0.1	-1	4	-4	.	-4
COc1ccc(C(=O)c2sc(Nc3ccccc3)nc2N)cc1	0	6	-6	-2	0.0	5	-11	-7	3	-10
CCC1CCCCN1C(=O)c1c[nH]c2ccc(S(=O)(=O)N(C)c3ccc(Cl)cc3)cc2c1=O (configuration not stated)	3	-2	2	0	6.4	2	5	12	3	4
N#Cc1ccc(-c2cccnc2)nc1SCC(=O)Nc1sc2c(c1C#N)CCC2	.	.	0	-14	.	.	.	.	-5	-6
CCN(CC)CCCN(CC(=O)N(C)Cc1ccccc1)C(=O)c1ccc([N+](=O)[O-])cc1	3	0	2	2	-0.6	-5	-11	-1	-6	2
Cc1ccc(/C=N/NC(=O)c2ccc(N(C)S(=O)(=O)c3ccccc3)cc2)cc1	-8	0	-5	-1	0.9	6	11	2	-27	-2
CC1CC(C)CN(S(=O)(=O)c2cccc(C(=O)OCCN3CCCC3=O)c2)C1 (configuration not stated)	-19	-2	0	2	-0.3	1	11	1	-5	3
CCC12CN(C(=O)c3ccc(C)cc3)CC(CC)(CN(C(=O)c3ccc(C)cc3)C1)C2=O	-6	1	2	-2	-1.9	-5	7	-1	1	0
Cc1ccc(/C=c2\sc3n(c2=O)CN(c2ccc(Br)cc2)CN=3)o1	22	-1	12	1	-6.9	6	12	3	1	0
CC(=O)c1cccc(NC(=O)CN(c2ccc(F)cc2)S(C)(=O)=O)c1	8	1	3	-5	1.2	2	-3	5	-4	-2
CC1(C)COC(c2ccc(F)c([N+](=O)[O-])c2)=N1	-5	6	-3	-1	-4.0	3	11	-2	-1	-4
Cc1ccc(C(=O)NC2CCSC2=O)cc1 (configuration not stated)	8	4	0	-2	0.4	-1	-6	-6	2	3
CCCNC(=O)C(Cc1cccc(Cl)c1)NC(=O)c1ccccc1 (configuration not stated)	-3	-2	-7	-3	-1.8	-1	0	11	-8	-12
COc1ccc(C(CNS(=O)(=O)c2ccc(F)cc2)N2CCN(C)CC2)cc1 (configuration not stated)	4	-1	4	5	-2.4	-1	5	-3	8	-4
COc1ccc(CC(=O)Nc2cc(S(=O)(=O)N3CCCCC3)ccc2C)cc1OC	1	-6	7	-3	1.2	0	-14	7	-5	-1
COc1cc(/C=C(\C#N)C(=O)Nc2ccc(SC(F)F)cc2)cc(OC)c1OC	-12	1	-2	-2	-1.1	15	1	1	-9	-7
COC(=O)c1sc2ccccc2c1-n1cccc1C(=O)C(=O)Nc1ccc(OC)cc1	-33	0	-9	0	1.6	9	-1	4	-36	-9
O=C(O)CCC(=O)N1CCN(Cc2ccc3c(c2)OCO3)CC1	1	-2	1	0	-1.8	-1	2	0	7	5
COc1ccc(NC(=O)CN(C)C(=O)/C=C/c2cn(-c3ccccc3)nc2-c2cccs2)cc1	-46	-1	-1	4	0.3	12	-7	1	-81	3

Profiles as entered above. Order of values: ABHD4 inh, SMARCA2 act, GC-A act, Rev-erbA mod, PG9 binder, rCAG binder, ASAP1 inh, ARFGAP1 inh, HTRA1 inh, NPR2 activator
`Cc1ccc(C(=O)NC2CCSC2=O)cc1` (configuration not stated) in the list: 8, 4, 0, -2, 0.4, -1, -6, -6, 2, 3
`COc1ccc(NC(=O)CN(C)C(=O)/C=C/c2cn(-c3ccccc3)nc2-c2cccs2)cc1` in the list: -46, -1, -1, 4, 0.3, 12, -7, 1, -81, 3

Additional compounds
SMILES	ABHD4 inh	SMARCA2 act	GC-A act	Rev-erbA mod	PG9 binder	rCAG binder	ASAP1 inh	ARFGAP1 inh	HTRA1 inh	NPR2 activator
COc1ncccc1-c1nnn(-c2ccccc2Br)n1	2	5	2	1	-0.5	2	-2	2	-9	1
O=[N+]([O-])c1ccc(N2CCN(S(=O)(=O)c3ccc4ccccc4c3)CC2)cc1NCC1CCCO1 (configuration not stated)	0	0	-3	-1	-1.9	4	-3	0	3	-6
COc1ccc(/C=C2/CCc3ccccc3C2=O)cc1OC	-5	1	2	-1	-3.1	-6	-2	4	-15	2
Cc1cccc2c(=O)n3c(cc12)-c1[nH]c2ccccc2c1CC3	11	6	38	-8	-2.3	5	-6	-2	-1	35*
CCc1nc2c(OCc3cc(Cl)cc(Cl)c3)cccn2c1N(C=O)Cc1ccccc1	14	-2	-4	6	2.9	4	-4	-4	.	0
COC(=O)c1ccccc1NC(=O)CN(c1ccccc1)S(=O)(=O)N(C)C	-3	-2	-27	5	-0.8	-5	4	-15	2	-10
O=C(Cn1c(-c2cncs2)nc2ccccc21)NCc1cccs1	-6	-7	-1	-2	.	6	.	.	.	7
O=C(CSc1ccc(-c2cccc([N+](=O)[O-])c2)nn1)N1CCCC1	0	-2	-1	-7	-3.2	-4	2	-5	7	-4
CC1=CC(C)(C)N=C(Nc2nc(C)c3cc(C)cc(C)c3n2)N1	5	-2	4	-4	1.4	17	-4	15	-17	-1
c1ccc2c(c1)[nH]c1c(N3CCN(C4CCCCC4)CC3)ncnc12	-3	1	3	2	4.8	-1	10	-7	0	-7
CC(C)(O)CC[C@@H](O)[C@](C)(O)[C@H]1CC[C@@]2(O)C3=CC(=O)[C@@H]4C[C@@H](O)[C@@H](O)C[C@]4(C)C3CC[C@]12C (some centres not stated)	6	1	-3	3	0.3	0	1	1	-5	-5
COc1ccc(CNCC(=O)Nc2cc(OC)cc(OC)c2)cc1	8	0	-27	4	-1.2	-7	10	0	1	-11
COc1ccc(CSc2n[nH]c(C)n2)cc1Br	1	2	4	1	1.4	-1	4	1	-3	-4
COc1ccc(C(NC(=O)C(C)C)c2c(O)ccc3ccccc23)cc1OC (configuration not stated)	2	-3	-5	-3	0.4	-1	2	-3	-8	-6
CC(C)[C@H](NC(=O)c1nn(Cc2ccccc2)c(=O)c2ccccc12)C(=O)O	-16	1	5	-2	-0.8	8	-3	-7	-5	-3
CCOC(=O)c1c(N=CN(C)C)c2cc([N+](=O)[O-])cnc2n1C	-2	0	-6	5	-0.4	-2	4	10	-5	-2
CC(=O)Nc1cc(OC(=O)c2ccco2)cc(OC(=O)c2ccco2)c1	-5	2	2	-2	-1.7	-1	4	-7	3	1
Cc1cccc(OCC(=O)NCc2cc(C)nc3ccccc23)c1	1	-5	-1	4	0.8	-1	-3	-9	2	-4
c1ccc(-c2csc(N3CCN(c4ccccn4)CC3)n2)cc1	1	1	0	2	0.6	-2	4	12	-5	-3
O=c1c2ccccc2nc(-c2ccco2)n1-c1nc2ccccc2s1	-2	0	2	4	0.3	1	-12	15	-4	5
O=C(Cc1ccccc1)Nc1ccc(NC(=O)Cc2ccccc2)c(Cl)c1	6	-1	-2	-6	-0.8	-2	-7	0	2	3
COc1ccc(CCNC(=O)CSc2nc3sc(C(=O)O)c(C)c3c(=O)[nH]2)cc1OC	2	-1	0	-4	-2.7	-2	8	3	2	-2
CC(C)NC(=O)c1cccc2c1-c1ccccc1C2=O	3	-2	2	1	-1.0	-1	-18	12	6	-4
COC(=O)c1cc2occc2n1Cc1nc(-c2ccc(Cl)cc2)oc1C	3	3	-1	-6	0.6	5	-5	-8	4	-1
CC(C)(C)NC(=O)C1CN(S(=O)(=O)c2ccccc2)CCN1S(=O)(=O)c1ccccc1 (configuration not stated)	-3	-1	-6	10	0.7	-4	-5	0	1	5
Other structures:
SMILES	ABHD4 inh	SMARCA2 act	GC-A act	Rev-erbA mod	PG9 binder	rCAG binder	ASAP1 inh	ARFGAP1 inh	HTRA1 inh	NPR2 activator
CCCCc1ccc(NC(=O)N[C@@H](CC(C)C)C(=O)O)cc1	7	3	1	-6	1.2	15	-4	5	9	0
Cc1ccc(N=Cc2sc(O)c3ccccc23)cc1	7	4	-1	9	-1.7	-6	-12	-2	6	-5
O=C(Nc1nc(-c2ccc(Cl)cc2)cs1)NC1CCCCC1	-12	-3	18	2	-1.4	10	7	3	-15	1
CCOc1ccc(N(CC(=O)NCCSCc2ccccc2)S(C)(=O)=O)cc1	-1	1	-2	4	-0.2	-6	7	6	-5	3
CCNC(=O)C12CCC(C)(C(=O)O1)C2(C)C (configuration not stated)	7	-1	0	-5	0.5	0	-2	3	1	6
CS(=O)(=O)N1Cc2ccccc2CC1C(=O)OCC(=O)NCCc1ccc(S(N)(=O)=O)cc1 (configuration not stated)	2	4	3	10	0.0	6	12	15	3	3
CCn1c(COc2cccc3ccccc23)nnc1SCC(=O)OC1CCCCC1	-5	-4	-1	1	-2.6	-2	-10	-4	-54	0
CS(=O)(=O)Nc1ccc(-c2ccc3nccn3c2)cc1	-3	-1	-1	-19	-0.2	8	0	-5	.	-6
COc1ccc(C(=O)N2CCC(C(=O)O)CC2)c2ccccc12	8	-1	2	-2	0.5	0	10	-4	7	4
Cc1cc(C(=O)Cn2nc(C(=O)O)c3ccccc3c2=O)c(C)n1-c1ccc(OC(F)F)cc1	-24	-2	-1	1	-0.3	5	3	-1	-56	3
CN1CCN(CCCN(Cc2cccs2)C(=S)Nc2ccc(Cl)cc2)CC1	2	-2	-2	4	-3.0	-4	-2	8	7	-1
CCCCCCCCNC(=O)c1cnccn1	2	2	3	2	-1.3	-6	-5	2	8	0
COc1ccc2c(c1)nc(SCC(=O)c1ccc(Br)s1)n2C	9	1	0	13	3.9	2	3	-4	-12	2
CC(C)c1ccc(NC2CCCN(C(=O)c3cccs3)C2)cc1 (configuration not stated)	4	-1	-3	5	1.8	-1	0	5	4	-5
O=C(c1cnccn1)N1CCN(S(=O)(=O)c2ccc3ccccc3c2)CC1	3	-2	1	2	-0.9	0	6	0	3	0
CSCCC(NS(=O)(=O)c1ccc(F)cc1)C(=O)NCc1ccc(S(N)(=O)=O)cc1 (configuration not stated)	-1	-4	0	3	1.1	4	-3	-6	2	5
O=S1(=O)c2c(cccc2N2CC[C@@H](O)C2)O[C@H]2CCN1C2	3	1	-3	-2	.	0	.	.	.	4
O=C(OCCN=C1NS(=O)(=O)c2ccccc21)C1CC(=O)N(c2ccc(Cl)cc2)C1 (configuration not stated)	-2	-1	-2	3	0.4	7	0	3	0	1

Copied from the list.
CCCCCCCCNC(=O)c1cnccn1 @ HTRA1 inh = 8
CCn1c(COc2cccc3ccccc23)nnc1SCC(=O)OC1CCCCC1 @ ABHD4 inh = -5
CN1CCN(CCCN(Cc2cccs2)C(=S)Nc2ccc(Cl)cc2)CC1 @ Rev-erbA mod = 4
Cc1cc(C(=O)Cn2nc(C(=O)O)c3ccccc3c2=O)c(C)n1-c1ccc(OC(F)F)cc1 @ NPR2 activator = 3
CSCCC(NS(=O)(=O)c1ccc(F)cc1)C(=O)NCc1ccc(S(N)(=O)=O)cc1 (configuration not stated) @ HTRA1 inh = 2

Bioassay records (PubChem)

Rows are unselected, and some 4.4% of all compounds hit somewhere here.
